Screens as filed in PubChem BioAssay.
SKKanGAS inh: SKKanGAS growth inhibition; AID 1662; 300,000 tested, 1.3% active; S. pyogenes SKKanGAS, kanamycin growth, BacTiter-Glo, 6 h; inhibition, % at 7.5 µM;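 active = mean replicate score, as percent of positive control median, at least 50; inconclusive = mean below 50 but one replicate at or above 50; inactive = mean and every replicate below 50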;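 note: strain carries kanamycin resistance gene driven by streptokinase promoter and grows in 40 µg/ml kanamycin; loss of luminescence reflects streptokinase promoter inhibition or plain growth inhibition; 0% = median of DMSO wells and 100% = positive control at its reference dose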
KCNQ1 pot: potentiators or activators of human KCNQ1 potassium channel; P51787; CHO-K1 KCNQ1, thallium flux FluxOR fluorescence; stronger effect = higher value; B-score at 10 µM; 310,000 tested, 0.35% active;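 active = fluorescence ratio B-score, a plate-corrected score, at least three library SD, with initial intensity B-score within 5 SD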
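Medium – assay buffer, equal DMSO in all wells · Material – CHO-K1 cell line with stable KCNQ1 potassium channel expression · Signal – kinetic FluxOR thallium fluorescence, 10-s 1-Hz baseline, 110-s post-stimulus read · Compound – single concentration per compound, DMSO matched to controls · Schedule – 37 °C overnight plating, 90-min dark dye load, 20-min compound pretreatment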
KCNK3 block: human KCNK3 channel inhibition, primary screen; CHO-KCNK3 thallium flux, FluxOR fluorescence; stronger effect = lower value; B-score at 10 µM; 340,000 tested, 0.84% active; AID 602410;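 active = B-score under library mean minus 4 SD, starting fluorescence ratio at most library mean plus 5 SD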;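 note: more negative B-score means stronger inhibition of thallium flux through KCNK3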
TMEM16A act: activates or potentiates the mouse TMEM16A chloride channel. Q8BHY3. HEK293 TMEM16A/YFP-H148Q/I152L, iodide quench fluorescence; stronger effect = lower value. B-score at 10 µM. 340,000 tested, 0.3% active;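 active = fluorescence-ratio B-score plate-corrected deviation score at least 3 library SD below zero, with starting fluorescence score within 5 deviations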;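 note: channel opened by trigger with iodide after compound preincubation; score built on the fluorescence ratio of max minus min over baseline; more negative score means more quench and so TMEM16A activation or potentiation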
TMEM16A inh: blocks the mouse calcium-activated chloride channel TMEM16A | Q8BHY3 | HEK293 TMEM16A/YFP iodide influx fluorescence, ionomycin | normalized B-score (activity score, 25-100; higher = stronger inhibition) at 10 µM | 310,000 tested, 1.2% active | AID 588511;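 active = ratio plate-corrected score three or more library SD toward inhibition, starting fluorescence score within five deviations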;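 note: score derived from kinetic fluorescence span divided by baseline fluorescence per well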
RGS4 pot: RGS4 potentiation or activation | B-score at 10 µM | AID 463111 | HEK293 M3R/inducible RGS4, carbachol calcium flux Fluo4; stronger effect = lower value | 310,000 tested, 0.92% active;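 active = B-score of the integrated calcium signal more than 4 SD below the library mean, with starting fluorescence not abnormally high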;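 note: negative B-score means reduced calcium response which marks RGS4 activation or potentiation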
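Material: M3R-expressing HEK293 line, RGS4 induced by doxycycline | Schedule: Overnight RGS4 induction, 30 min dye load 37 °C, 20 min compound RT | Measured by: Fluo4 fluorescence kinetic imaging of calcium | Read-out: Integrated calcium ratio converted to B score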
HDAC3 inhib: blocks human histone deacetylase 3 | O15379 | AID 2718 | inhibition, % at 8.3 µM | recombinant HDAC3, fluorogenic peptide/trypsin coupled, fluorescence | 320,000 tested, 0.15% active; in the data active = inhibition above about 26%, passing the limit was not always enough; inconclusive = no clear call, values can overlap the other calls
hERG rescue: compounds protecting human hERG from proarrhythmic drug block; AID 1511; Q12809; activation (rescue from dofetilide block), less the hit threshold, % at 10 µM; CHO-hERG, FluxOR thallium flux, dofetilide IC70 present; 310,000 tested, 0.51% active;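 active = activation above the mean of controls blocked by dofetilide plus 5 SD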;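 note: thallium influx through hERG after potassium depolarization seen as dye fluorescence rise; in these data hits start at about 4.7%; inactives centre near -7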
Target sequence (Q12809 whole entry, looked up): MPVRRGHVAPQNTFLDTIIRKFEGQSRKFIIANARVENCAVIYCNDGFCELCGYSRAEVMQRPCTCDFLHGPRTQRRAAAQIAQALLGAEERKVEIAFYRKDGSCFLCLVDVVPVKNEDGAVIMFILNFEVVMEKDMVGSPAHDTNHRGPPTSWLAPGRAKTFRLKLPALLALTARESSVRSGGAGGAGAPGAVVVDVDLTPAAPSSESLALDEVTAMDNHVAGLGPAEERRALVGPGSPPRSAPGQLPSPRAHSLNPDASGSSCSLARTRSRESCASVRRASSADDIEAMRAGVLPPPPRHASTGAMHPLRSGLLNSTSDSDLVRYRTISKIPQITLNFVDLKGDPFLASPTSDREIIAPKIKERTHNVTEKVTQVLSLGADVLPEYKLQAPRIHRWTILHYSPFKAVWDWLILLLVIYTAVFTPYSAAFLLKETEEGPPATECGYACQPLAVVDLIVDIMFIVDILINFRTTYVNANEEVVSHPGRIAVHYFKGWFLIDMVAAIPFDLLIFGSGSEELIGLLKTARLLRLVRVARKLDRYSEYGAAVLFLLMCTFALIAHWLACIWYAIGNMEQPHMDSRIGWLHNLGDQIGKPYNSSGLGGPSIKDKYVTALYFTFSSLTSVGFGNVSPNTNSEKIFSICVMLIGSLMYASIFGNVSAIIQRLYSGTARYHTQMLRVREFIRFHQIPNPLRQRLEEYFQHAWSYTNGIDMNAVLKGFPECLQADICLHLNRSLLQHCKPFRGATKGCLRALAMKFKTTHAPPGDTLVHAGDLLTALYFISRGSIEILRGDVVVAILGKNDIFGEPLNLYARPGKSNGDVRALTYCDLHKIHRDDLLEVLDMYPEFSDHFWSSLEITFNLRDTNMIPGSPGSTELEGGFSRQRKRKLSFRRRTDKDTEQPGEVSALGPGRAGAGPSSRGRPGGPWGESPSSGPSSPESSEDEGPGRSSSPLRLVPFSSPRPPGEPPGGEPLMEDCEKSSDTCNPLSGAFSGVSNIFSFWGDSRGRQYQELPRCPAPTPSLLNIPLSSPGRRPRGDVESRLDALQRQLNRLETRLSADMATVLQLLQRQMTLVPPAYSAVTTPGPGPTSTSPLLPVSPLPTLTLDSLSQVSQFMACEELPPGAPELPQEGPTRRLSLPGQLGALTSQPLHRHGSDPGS
KCNK9 block: human KCNK9 channel inhibition | Q9NPC2 | HEK293 KCNK9, FluxOR thallium flux fluorescence; stronger effect = lower value | B-score at 10 µM | 310,000 tested, 1.2% active;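 active = ratio B-score over 3 SD below the library mean, with starting fluorescence within 5 SD of its mean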;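 note: negative B-score means less thallium flux so channel inhibition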
RGS4 block: human RGS4 inhibition. HEK293 M3R/RGS4 inducible, Fluo-4 calcium flux; stronger effect = higher value; triggered by carbachol at its EC20. 310,000 tested, 0.45% active. B-score at 10 µM. P49798;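 active = B-score, a plate-corrected calcium signal, over three deviations above library mean, with baseline fluorescence within five deviations of library mean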;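 note: RGS4 expression induced by doxycycline in cells with stable M3 receptor; B-score is computed from the integrated fluorescence ratio over baseline after carbachol; higher B-score means a larger calcium signal and so more RGS4 inhibition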
KCNQ1 inh: human KCNQ1 channel inhibition; P51787; CHO-K1 KCNQ1, FluxOR thallium flux fluorescence; stronger effect = higher value; B-score at 10 µM; 310,000 tested, 1.3% active;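 active = compounds whose thallium flux B-score, printed positive for inhibition, exceeds three library SD while starting fluorescence stays within three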;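 note: channel opened by potassium depolarization with thallium stimulus after 20 min compound exposure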
* marks the source's active call; other numbers are inactive results; i = inactive; ? = inconclusive; . = no result given.

SMILES | SKKanGAS inh | KCNQ1 pot | KCNK3 block | TMEM16A act | TMEM16A inh | RGS4 pot | HDAC3 inhib | hERG rescue | KCNK9 block | RGS4 block | KCNQ1 inh
CCCCOc1ccc(N(CC(=O)NCC2CCCO2)C(=O)CCC(=O)Nc2cc(C)ccn2)cc1 (stereo not drawn) | -4 | i | i | i | i | i | 1 | -8 | i | i | i
COc1ccc2sc(N(CCCN(C)C)C(=O)c3nc4ccccc4s3)nc2c1 | -4 | i | i | i | i | i | 3 | -15 | i | i | i
CC(=O)NC1=NN(C(C)=O)C(C)(CS(=O)(=O)c2ccc(Cl)cc2)S1 (stereo not drawn) | 18 | i | i | i | i | i | 1 | -4 | i | i | i
CC(C)(C)c1ccccc1NC(=O)Cn1cnc2cc([N+](=O)[O-])ccc2c1=O | 6 | i | i | i | i | i | -2 | -14 | i | i | i
CCOc1ccc(Nc2nc(-c3sc(N)nc3C)cs2)cc1 | 21 | i | i | i | i | i | 1 | -16 | i | i | i
O=C(CSc1nc(=O)n(CCCN2CCOCC2)c2c1CCC2)Nc1ccc(F)cc1F | -3 | i | i | i | i | i | 4 | -6 | i | i | i
O=C1CCC(C(=O)N2CCC(O)CC2)CN1CCc1ccc(Cl)cc1 (stereo not drawn) | 0 | i | i | i | i | i | 2 | -8 | i | i | i
CCOc1ccc(N2CC(O)=C(c3ccccc3)C2=N)cc1 | -5 | i | i | i | i | i | -7 | -2 | i | i | i
C=C(C)c1cccc(C(C)(C)NC(=O)N2CCN(c3ccccn3)CC2)c1 | -2 | i | i | i | i | i | -1 | -3 | i | i | i
COc1ccc(C(=O)NCC(=O)N2CCCC(C)C2)cc1OC (stereo not drawn) | 2 | i | i | i | i | i | -6 | -8 | i | i | i

Profiles as entered above. Values in the order: SKKanGAS inh	KCNQ1 pot	KCNK3 block	TMEM16A act	TMEM16A inh	RGS4 pot	HDAC3 inhib	hERG rescue	KCNK9 block	RGS4 block	KCNQ1 inh
`CCOc1ccc(Nc2nc(-c3sc(N)nc3C)cs2)cc1` is listed as 21	i	i	i	i	i	1	-16	i	i	i
`CCOc1ccc(N2CC(O)=C(c3ccccc3)C2=N)cc1` is listed as -5	i	i	i	i	i	-7	-2	i	i	i

(cont.)
SMILES | SKKanGAS inh | KCNQ1 pot | KCNK3 block | TMEM16A act | TMEM16A inh | RGS4 pot | HDAC3 inhib | hERG rescue | KCNK9 block | RGS4 block | KCNQ1 inh
COc1ccc(C2=C(N)c3ccccc3C2=O)cc1 | -10 | i | i | i | i | i | 3 | -5 | i | i | i
CCNC(=O)CSc1nc2ccccc2c(=O)n1CCCOC(C)C | -7 | i | i | i | i | i | 1 | -7 | i | i | i
O=C(CCc1ccccc1)Nc1ccccc1C(=O)NCc1ccco1 | 0 | i | i | i | i | i | -10 | -16 | i | i | i
C/C(=N/Nc1ccc([N+](=O)[O-])cc1)c1ccc(C)cc1C | 0 | i | i | i | i | i | . | -9 | i | i | i
COc1ccc(CCNC(=S)NCc2cccs2)cc1OC | -7 | i | i | i | i | i | 0 | 0 | i | i | i
Cc1cccc(CNC(=O)c2cc(S(=O)(=O)N3CCOCC3)cn2C)c1 | -3 | i | i | i | i | i | 1 | -3 | i | i | i
C/C(=N/NC(=O)CN1CCN(S(=O)(=O)c2ccc(C)cc2)CC1)c1ccco1 | -7 | i | i | i | i | i | . | -16 | i | i | i
Cc1ccc(S(=O)(=O)N2CCN(C(=O)Cc3ccc4c(c3)OCCO4)CC2)cc1C | -3 | i | i | i | i | i | -4 | -9 | i | i | i
Cc1cccc2sc(NC(=O)CN3C(=O)C4CC=CCC4C3=O)nc12 (stereo not drawn) | -6 | i | i | i | i | i | 7 | -3 | i | i | i
CC1=C(C(=O)OCc2ccc3c(c2)OCO3)C(c2cccc([N+](=O)[O-])c2)NC(=O)N1 (stereo not drawn) | -2 | i | i | i | i | i | 0 | -9 | i | i | i
O=c1cc2c(n[nH]1)CCCC2 | 3 | i | i | i | i | i | 3 | -7 | i | i | i
Cc1cc(F)ccc1S(=O)(=O)Nc1ccccc1C(=O)Nc1ccc2[nH]c(=O)[nH]c2c1 | 15 | i | i | i | i | i | 1 | -10 | i | i | i
COc1ccc(N(CC(=O)Nc2cc(Cl)ccc2OC)S(=O)(=O)c2c(C)[nH]c(=O)[nH]c2=O)cc1 | 10 | i | i | i | i | i | -3 | -9 | i | i | i
CCc1nnc(NS(=O)(=O)c2ccc(NC(=S)NC(=O)c3cccnc3)cc2)s1 | 9 | i | i | i | i | i | 6 | -2 | i | i | i
O=C(c1noc2c1CCCC2)N1CCN(c2ccc(F)cc2)CC1 | -8 | i | i | i | i | i | -3 | 1 | i | i | i
Fc1ccc(-n2c(-c3cc(C4CC4)[nH]n3)n[nH]c2=S)cc1Cl | -10 | i | i | i | i | i | 12 | -14 | i | i | i
O=C(Nn1c(C2CCC2)nc2ccccc2c1=O)C1CCC1 | -3 | i | i | i | i | i | 0 | -8 | i | i | i
CC(=O)Nc1cccc(NC(=O)CSc2nnc(NC(=O)C3CC3)s2)c1 | 1 | i | i | i | i | i | . | -10 | i | i | i
O=C(NCCCn1ccnc1)/C(=C\c1ccc(Br)cc1)NC(=O)c1ccccc1F | 16 | i | i | i | i | i | 6 | -10 | i | i | i
COc1ccccc1N1CCN(CCN2C(=O)CC(=C3c4ccccc4-c4ccccc43)C2=O)CC1 | 3 | i | . | . | i | i | -1 | -12 | i | i | i
Cc1cc(C)c(S(=O)(=O)n2cc(C(C)C(N)C(=O)O)c3ccccc32)c(C)c1 (stereo not drawn) | 4 | i | i | i | i | i | 2 | -4 | i | i | i
Cc1cc(NC(=O)CSc2nc3cc(Cl)ccc3s2)no1 | -2 | i | i | i | i | i | 2 | -2 | i | i | i
Cc1cc(=O)oc2cc(OCC(=O)N3CCN(c4ccc(F)cc4)CC3)ccc12 | -3 | i | i | i | i | i | -2 | -2 | i | i | i
Cc1[nH]nc(Sc2ccccn2)c1[N+](=O)[O-] | -3 | i | i | i | i | i | . | -10 | i | i | i
C=CCNC(=O)c1ccc(OC)cc1OC | 4 | i | i | i | i | i | ? | -3 | i | i | i
COc1ccc(S(=O)(=O)N2CC(=O)Nc3ccccc32)cc1Cl | 0 | i | i | i | i | i | 6 | -6 | i | i | i
O=C1CCN(C(=O)c2ccc(Cl)cc2)N1 | -6 | i | i | i | i | i | -6 | -7 | i | i | i
Cc1c(N=C(N)/N=C(\N)Nc2ccc(Br)cc2)c(=O)n(-c2ccccc2)n1C | -2 | i | i | i | i | i | 3 | -5 | i | i | i
Cc1cc(C)nc(NS(=O)(=O)c2ccc(NC(=O)C3(c4ccccc4)CCCC3)cc2)n1 | 11 | i | i | i | i | i | -3 | -6 | i | i | i
CCN1CCN(C(=O)C2CCC(=O)N(CCCN3CCCC3=O)C2)CC1 (stereo not drawn) | 1 | i | i | i | i | i | 9 | -8 | i | i | i
CN(C)S(=O)(=O)c1cccc(NC(=O)c2ccc3c(c2)S(=O)(=O)N=C2CCCCCN23)c1 | -1 | i | i | i | i | i | 3 | -31 | i | i | i
CN(C)C(CNC(=O)c1cc(S(=O)(=O)N(C)c2ccccc2)ccc1Cl)c1ccccc1 (stereo not drawn) | -6 | i | i | i | i | i | -4 | -12 | i | i | i
O=C(O)c1ccc(-c2sc(Nc3ccccc3)n[n+]2-c2ccccc2)cc1 | -3 | i | i | i | i | i | 2 | -6 | i | i | i
C/C(=N\Nc1cc(C)nc(NCc2ccccc2)n1)c1cccc([N+](=O)[O-])c1 | 12 | i | i | i | i | i | -1 | -15 | i | i | i
C/C(=N\OC(=O)c1ccc(C)cc1)c1c(C)nc2cc(C)ccn12 | 2 | i | i | i | i | i | 2 | -2 | i | i | i
CC1CCCCN1C(=O)Nc1cccc(Cl)c1 (stereo not drawn) | -2 | i | i | i | i | i | -10 | -10 | i | i | i
CC(=O)c1ccc(NC(=O)C2CCN(S(=O)(=O)c3cccnc3)CC2)cc1 | 1 | i | i | i | i | i | -13 | -3 | i | i | i
Cc1ccccc1CS(=O)(=O)c1cn(CC(=O)N2CCC(C)CC2)c2ccccc12 | 0 | i | i | i | i | i | 1 | -17 | i | i | i
NC(=O)C1CCN(C(=O)c2ccc3c(=O)n(Cc4ccco4)c(SCc4ccc([N+](=O)[O-])cc4)nc3c2)CC1 | 20 | i | i | i | i | i | 5 | -8 | i | i | i
COc1ccc(CC2(CO)CCN(Cc3nc(C(C)C)cs3)CC2)cc1 | 2 | i | i | i | i | i | 3 | -6 | i | i | i
CCOc1ccc(C2NC(=O)c3ccccc3O2)cc1 (stereo not drawn) | 3 | i | i | i | i | i | 3 | -5 | i | i | i
C/C=C/C(=O)OCC(=O)Nc1c(Cl)cccc1Cl | -5 | i | i | i | i | i | 3 | -14 | i | i | i
Cc1cc(C)c(C)c(S(=O)(=O)N2CCC(C(=O)N3CCCCCCC3)CC2)c1C | -1 | i | i | i | i | i | 4 | -13 | i | i | i
Cc1ccccc1NC(=O)COC(=O)Cc1ccsc1 | -2 | i | i | i | i | i | 4 | -1 | i | i | i
CCCCCCC(C)n1cc(C(C)=O)c(=O)[nH]c1=O (stereo not drawn) | 1 | i | i | i | 100* | i | -2 | -2 | i | i | i
Cc1ccc(-n2c(SCC(N)=O)nnc2-c2ccccn2)cc1 | 7 | i | i | i | i | i | 6 | -9 | i | i | i
Cc1cc(NC(=O)Cn2nnc3sc4c(c3c2=O)CCC(C(C)(C)C)C4)no1 (stereo not drawn) | 16 | i | i | . | i | i | 10 | -9 | i | i | i
C/C(Cn1cnc([N+](=O)[O-])n1)=N\NC(=O)c1ccccc1F | 0 | i | i | i | i | i | -8 | -6 | i | i | i
CC1CC(C)(C)CC(=O)C1C(=O)c1ccccc1 (stereo not drawn) | 1 | i | i | i | i | i | 7 | -7 | i | i | i
CC(C)(C)CC(=O)O/N=C(\N)c1ccccn1 | 18 | i | i | i | i | i | -6 | -8 | i | i | i
CC(C)CCNC(=O)C1CCN(Cc2cccc(OCc3ccccc3)c2)CC1 | -2 | i | i | i | i | i | -4 | -2 | i | i | i
O=C(Nc1cc2c(cc1Cl)OCCCO2)c1ccc(F)cc1 | -1 | i | i | i | i | i | 4 | -3 | i | i | i
CC(=O)c1ccc(N2CCN(C(=O)c3c(-c4ccccc4Cl)noc3C)CC2)cc1 | -12 | i | i | i | i | i | -2 | -6 | i | i | i
